# TDP2 absorb – TDP2 (human) inhibition, absorbance primary screen. inhibition, % at 12.8 µM. O95551. AID 720702. 370,000 tested, 0.34% active. recombinant TDP2, T5PNP hydrolysis, p-nitrophenol absorbance 415 nm;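 active = inhibition above the mean of all tested compounds plus 3 SD, set per campaign, cut at about 25% in these data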;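 note: 0% = DMSO with enzyme and 100% = buffer with substrate but no TDP2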
# Target sequence (O95551 whole entry, looked up): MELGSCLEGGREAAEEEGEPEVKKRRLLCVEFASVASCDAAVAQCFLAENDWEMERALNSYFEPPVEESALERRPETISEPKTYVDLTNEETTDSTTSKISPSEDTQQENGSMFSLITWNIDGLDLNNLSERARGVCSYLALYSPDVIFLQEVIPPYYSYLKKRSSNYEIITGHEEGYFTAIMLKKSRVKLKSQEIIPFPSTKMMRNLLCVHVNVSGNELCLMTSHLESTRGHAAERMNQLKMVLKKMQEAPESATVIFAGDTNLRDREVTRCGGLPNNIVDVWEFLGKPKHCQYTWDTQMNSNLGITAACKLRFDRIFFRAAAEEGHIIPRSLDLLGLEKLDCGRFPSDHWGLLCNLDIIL
#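 Test system: human TDP2 enzyme; Input: 120 nM TDP2 per well; Buffer or medium: Mg2+-containing Tris-HCl buffer, pH 7.5; Reagent: 5 mM T5PNP; Dosing: 12.8 µM single point, 1% DMSO; Incubation: reaction 2 h, 37 °C; Detection: p-Nitrophenol epi absorbance; Read-out: % inhibition relative to enzyme-containing and enzyme-free wells; Replicates: single well per compound.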
# LEDGF integ inh – blocks HIV-1 LEDGF/p75-dependent DNA integration. 370,000 tested, 0.64% active. TR-FRET IN-LEDGF/p75 DNA integration, Eu/Cy5. inhibition, % at 3.7 µM;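 active = inhibition above the screen-wide mean plus 3 SD, cut at about 13% in these data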;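 note: signal is the Cy5 over europium emission ratio at 671 and 618 nm; 0% = plate median of compound wells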
# PG9 Ab binder – small molecules binding HIV-1 gp120 antibody PG9; TR-FRET gp120-PG9 antibody binding; inhibition, % at 6.7 µM; AID 624416; 360,000 tested, 0.43% active; in the data active = inhibition above about 8.5%
# UHRF1 MBD2 ctr – UHRF1 methyl-DNA binding inhibition | Q96T88 | AID 687016 | 370,000 tested, 0.75% active | inhibition, % at 4.4 µM | UHRF1 binding to methylated oligo, TR-FRET; in the data active = inhibition above about 21%;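 note: UHRF1 SRA domain binding a hemimethylated CpG hairpin DNA probe; 0% = median of test compound wells and 100% = reference inhibitor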
# HTRA1 inhibitor – inhibitors of human serine peptidase HTRA1; recombinant HTRA1, FP-rhodamine activity-based probe, fluorescence polarization; inhibition, % at 5.96 µM; Q92743; 340,000 tested, 0.5% active; AID 504803; in the data active = inhibition above about 36%;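 note: 0% = enzyme with DMSO and 100% = wells lacking enzyme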
# TCR CD3 inh – inhibitors of human TCR-CD3 interaction | 360,000 tested, 0.37% active | TAMRA-labeled TCR probe fluorescence, biochemical | AID 651800 | inhibition, % at 9.4 µM; in the data active = inhibition above about 19%;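 note: recombinant mutant TCR 2C K166C tagged with TAMRA read by polarization; 0% = receptor in buffer alone and 100% = receptor with positive control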
# PRMT1 FP inh – blocks human protein arginine methyltransferase 1. Q99873. recombinant PRMT1, activity-based probe fluorescence polarization. inhibition, % at 2.79 µM. 370,000 tested, 1.3% active. AID 652257;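 active = inhibition above about 21% made by adding two undisclosed values, limit read from the data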
# mABHD4 FP – ABHD4 (mouse) inhibition, primary FP screen. purified mABHD4, FP-Rh probe fluorescence polarization. AID 720543. 370,000 tested, 0.54% active. inhibition, % at 8.92 µM;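 active = inhibition exceeding the mean over every tested compound plus 3 SD, cut at about 30% in these data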;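 note: 0% = plate median of compound wells and 100% = S159A mutant with DMSO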
#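 Assay system: mABHD4 protein; medium: HEPES pH 7.0, NaCl, Pluronic buffer; dosing: 8.92 µM, single dose; schedule: 45 min + 60 min at 25 °C; signal: FP readout, ex 525 nm / em 598 nm; read-out: normalized percent inhibition of probe labeling; repeats: single replicate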
# SIAE primary – human SIAE inhibition, primary screen; Q9HAT2; SIAE FP-Rh probe binding, fluorescence polarization; inhibition, % at 9.66 µM; 370,000 tested, 0.69% active;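 active = inhibition above a cutoff: mean of compounds within the control limits plus 3 SD of those, cut at about 17% in these data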;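 note: 0% = plate median of compound wells and 100% = probe without SIAE protein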
# DDE Tn7 FP inh – DD(E)-Tn7 binding inhibition, primary FP screen | P02675 | FP displacement of FITC-Tn7 peptide from fibrin DD(E); 0% = median of compound wells per plate | inhibition, % at 8.3 µM | 370,000 tested, 0.13% active;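 active = inhibition above the mean of compounds falling within the control limits plus 3 SD of them, cut at about 14% in these data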;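 note: 0% = plate median of compound wells and 100% = 10 µM Aha-Tn7 peptide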
# Target sequence (P02675 whole entry, looked up): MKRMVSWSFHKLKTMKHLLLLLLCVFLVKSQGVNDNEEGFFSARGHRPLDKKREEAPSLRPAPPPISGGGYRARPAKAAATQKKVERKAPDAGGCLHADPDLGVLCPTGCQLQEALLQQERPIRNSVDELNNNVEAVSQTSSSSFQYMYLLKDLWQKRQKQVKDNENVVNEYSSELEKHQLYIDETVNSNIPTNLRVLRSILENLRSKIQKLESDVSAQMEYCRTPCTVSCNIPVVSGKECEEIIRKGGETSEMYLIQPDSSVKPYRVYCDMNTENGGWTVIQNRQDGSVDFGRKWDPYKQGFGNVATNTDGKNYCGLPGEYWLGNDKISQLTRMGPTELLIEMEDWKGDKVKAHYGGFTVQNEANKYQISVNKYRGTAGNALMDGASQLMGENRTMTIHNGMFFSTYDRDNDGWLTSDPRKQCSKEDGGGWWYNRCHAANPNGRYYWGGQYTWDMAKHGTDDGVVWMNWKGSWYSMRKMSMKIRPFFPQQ
#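 system = human fibrin DD(E) protein | quantity = DD(E) 2 µM final | medium = Tris/NaCl/CaCl2 buffer, pH 7.8 | also added = labelled Tn7 tracer, 0.1 µM | compound dosing = single point at 8.3 µM | timing = compound with protein 10 min, then 3 h after probe, room temperature | signal = FP measurement | benchmarks = Aha-Tn7 high control | repeats = one replicate per compound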
# Active calls of the source: *; · = no result given.
molecule	mABHD4 FP	HTRA1 inhibitor	TDP2 absorb	TCR CD3 inh	PRMT1 FP inh	SIAE primary	LEDGF integ inh	PG9 Ab binder	UHRF1 MBD2 ctr	DDE Tn7 FP inh
Nc1nnc(P(c2ccccc2)c2ccccc2)s1	-1	4	-11	-1	2	3	-11	-0.1	1	0
OC(CN1CCCCC1)c1c[nH]c2ccccc12 (stereo unspecified)	3	-5	-2	1	1	7	4	-0.1	1	-3
CN1C(=O)C(Cc2cccs2)C(=O)N(C)C1=O	3	5	1	-3	11	13	3	-2.7	-2	3
C=CCn1c(O)c(C(CC)=NCc2cc(OC)cc(OC)c2)c(=O)[nH]c1=O	5	7	12	1	-2	4	3	0.5	-1	3
O=C1NC(=O)C(=Cc2csc3ccccc23)C(=O)N1	7	7	4	-1	19	4	-3	-2.9	-4	7
Cc1cccc(NC(=O)[C@@H](NC(=O)N2C[C@H]3C[C@@H](C2)c2cccc(=O)n2C3)C(C)C)c1	-3	1	6	-1	-4	0	-1	0.0	-4	-2
COc1ccc(-n2c(O)c(C(C)=NCc3ccc4c(c3)OCO4)c(=O)[nH]c2=O)cc1	6	13	-6	-9	5	-5	-5	-1.5	5	3
CC(O)CNc1ccc([N+](=O)[O-])c2cccnc12 (stereo unspecified)	2	1	-5	-3	1	-4	-2	-5.4	-21	10
O=[N+]([O-])c1cccc(CN2CCN(Cc3ccc(Cl)cc3)CC2)c1	7	0	4	1	-1	-2	6	-0.2	0	-4
C=CCn1c(O)c(C(C)=NCCN2CCN(C(=S)NC)CC2)c(=O)[nH]c1=O	0	11	-12	-12	0	2	1	-0.4	5	-2
CN1CCN(Cc2cn(C)c3ccccc23)CC1CCO (stereo unspecified)	5	4	-2	0	0	5	1	-1.2	-1	2
O=C(Nc1ccc(OC(=O)N2CCCC2)cc1)N1CCOCC1	2	2	8	0	-1	4	-5	0.8	-1	5
COc1ccc(C2=NCC(=O)N(CC(=O)NCc3ccco3)c3sc4c(c32)CCCC4)cc1OC	-4	-9	-2	-8	3	-5	1	0.9	-2	1
CCCc1cc(=O)oc2cc(OCC(=O)N3CCN(Cc4ccc5c(c4)OCO5)CC3)ccc12	2	-7	13	5	-4	6	0	-1.7	-2	-4
COC(=O)CC1NC2CCCCC2NC1=O (stereo unspecified)	-1	3	7	8	2	3	-2	1.8	-2	1

# Quoted from the listing.
# `Nc1nnc(P(c2ccccc2)c2ccccc2)s1` in DDE Tn7 FP inh shows 0
# `C=CCn1c(O)c(C(CC)=NCc2cc(OC)cc(OC)c2)c(=O)[nH]c1=O` in PRMT1 FP inh shows -2
# `O=[N+]([O-])c1cccc(CN2CCN(Cc3ccc(Cl)cc3)CC2)c1` in PRMT1 FP inh shows -1
# `CN1CCN(Cc2cn(C)c3ccccc23)CC1CCO` (stereo unspecified) in PG9 Ab binder shows -1.2

# Later entries
molecule	mABHD4 FP	HTRA1 inhibitor	TDP2 absorb	TCR CD3 inh	PRMT1 FP inh	SIAE primary	LEDGF integ inh	PG9 Ab binder	UHRF1 MBD2 ctr	DDE Tn7 FP inh
O=C(C1CC(=O)N(C2CCCCCCC2)C1)N1CCC2(CC1)OCCO2 (stereo unspecified)	-3	0	6	0	-2	-1	0	-1.2	3	2
CC(C)c1oc(=O)cc2c1[C@@H](O)[C@H]1OC(=O)[C@@]3(C)C[C@@H](O)[C@@H](O)[C@@]2(C)C13 (stereo partly specified)	-6	3	-2	2	-1	3	2	-0.8	7	-6
COC(=O)C1=C(c2ccccc2OCc2ccccc2)C[C@@H]2CC[C@H]1N2C(=O)NCc1ccc(Cl)cc1	-12	-53	1	1	0	-10	-2	-0.3	-1	0
COc1cc(C(=O)O)cc(OC)c1OC	-2	3	7	5	-3	2	2	-1.4	1	-8
Cc1nccc2c1[nH]c1ccc(Br)cc12	-6	-14	-5	5	-1	-3	-1	0.6	-4	12
CCC(=NCCCN(CC)CC)c1c(O)n(-c2ccccc2)c(=O)[nH]c1=O	-3	4	8	1	-2	-1	-3	-0.5	1	1
CCC(=NCCc1ccccc1)c1c(O)n(C2CCCCC2)c(=O)[nH]c1=O	-1	-1	5	2	-1	6	1	0.1	1	-8
CCOc1nc(NC(C)C)nc(N2CC3CC(C2)c2cccc(=O)n2C3)n1 (stereo unspecified)	1	-2	9	5	1	7	-1	-0.2	-2	0
CCOC(=O)C1(CCCc2ccccc2)CCN(C2CCCC2)CC1	-4	-4	-4	4	-1	4	1	0.5	6	11
COc1ccccc1N1CCN(C2CCCN(C(=O)COc3ccccc3Cl)C2)CC1 (stereo unspecified)	-2	4	-12	8	1	-2	0	-1.9	-2	3
c1ccc(CNCCc2ccc3c(c2)OCO3)nc1	-2	1	9	-1	-2	5	2	0.3	-1	5
Cc1ccc(-c2nc3ccccc3c(=O)n2-c2cccc(C)n2)cc1	-21	·	-8	4	8	-4	-5	-1.3	4	4
C=Cn1c(P(=S)(N2CCOCC2)N2CCOCC2)cc2c1CCCC2	-4	-4	8	6	6	-1	3	-2.6	-1	3
CC(C)c1ccc(NC(=O)N2C[C@H]3C[C@@H](C2)c2cccc(=O)n2C3)cc1	2	-1	-3	-2	-4	6	1	0.8	0	1
CCOC(=O)c1cccc(C2=C(CNC(=O)c3ccncc3)[C@H]3CC[C@@H](C2)N3Cc2ccccc2)c1	3	1	5	2	-3	-2	-6	-0.1	2	-7
O=C(O)c1ccc(Cl)nc1	2	4	-4	5	1	-2	2	-0.9	2	-3
Cc1cc2c(s1)NC(=O)CN=C2c1cccs1	1	-5	-2	7	0	0	0	0.6	-4	-7
CN1CCc2nc3ccc(F)cc3c(C(N)=O)c2C1	-8	-3	-6	2	0	-1	0	-1.5	-1	-6
O=[N+]([O-])NC1=NCCN1Cc1ccc(Cl)nc1	2	8	4	4	0	14	-2	-1.5	-1	4
Cc1nn(Cc2ccccc2)c(C)c1C(=O)OCC(=O)NCc1ccco1	-3	4	5	2	-2	-13	0	0.9	1	7
O=C(c1ccc(Cl)cc1)C1CCCN(Cc2ccon2)C1 (stereo unspecified)	-1	-4	7	9	1	10	-1	-0.7	1	4
Oc1c(Br)cc(Br)cc1CN1CCN(Cc2ccccc2)CC1	8	-15	-4	-2	1	-1	-1	0.4	2	-2
COC(=O)CC1=C(C(=O)OC)C2(C(=O)Nc3c(C)cccc32)C(C#N)=C(N)O1 (stereo unspecified)	3	5	-7	-4	2	-7	-5	0.4	2	-2
N=c1c[n+](CC23CC4CC(CC(C4)C2)C3)[n-]o1	16	-3	1	9	-3	5	4	-0.3	1	-4
Cc1ccc2c(c1)c(=O)c1c3n2CCN(CC#N)C3CC1 (stereo unspecified)	6	0	11	0	-1	-3	-3	-0.3	-2	-1
COc1cc(C(=O)N2Cc3ccc(Br)cc3-n3nncc3C2)cc(OC)c1OC	2	·	7	1	0	-1	-2	-1.6	7	7
O=[N+]([O-])c1ccc(C2C3C(c4ccccc4)=NC4(CCCC4)N32)cc1 (stereo unspecified)	-2	8	-10	5	0	9	1	-2.8	0	1
CN1CC(C(=O)c2cccs2)C(c2ccc(Cl)cc2)C1 (stereo unspecified)	0	-4	-2	2	-5	8	1	-2.1	3	-4
CCN(CC)S(=O)(=O)c1ccc(C(=O)NC2CN3CCC2CC3)cc1 (stereo unspecified)	-4	-1	-8	4	-9	-4	3	-0.2	-2	-5
Ic1ccccc1CN[C@@H]1C2CCN(CC2)[C@@H]1C(c1ccccc1)c1ccccc1	20	-4	2	3	-3	-5	4	0.2	1	-3
O=C1NC(=O)C(CCc2ccncc2)(CCc2ccncc2)C(=O)N1C1CCCCC1	-1	3	6	6	-3	2	2	-1.6	0	7
CCC1CN1P(=S)(N1CC1CC)N1CC1CC (stereo unspecified)	1	-1	14	-11	11	3	-6	1.4	0	2
O=C(Cc1ccc(Cl)cc1)NCCN1CCN(C(=O)Cc2ccc(Cl)cc2)CC1	2	-1	9	12	-1	8	-2	-1.1	0	-1
COC(=O)C1=C(c2ccc(F)cc2OCc2ccccc2)C[C@@H]2CC[C@H]1N2C(=O)N1CCCCC1	-4	-33	-3	1	-2	6	-1	-0.7	1	-6
COc1ccc(CN2C(=O)NC(=O)/C(=C/c3cc(OC)c(OC)c(OC)c3)C2=O)cc1	2	-3	-2	-4	9	7	1	-0.7	-5	2
COC(=O)C1=C(c2ccc(F)cc2OCc2ccccc2)C[C@@H]2CC[C@H]1N2C(=O)NCCN1CCOCC1	2	-7	0	5	-2	4	19*	0.1	-3	3
COc1ccc(OC)c(-n2c(O)c(C=Nc3c(C)n(C)n(-c4ccccc4)c3=O)c(=O)[nH]c2=O)c1	-4	-3	11	-1	-3	8	0	0.2	-4	-2
Cc1ccc(C2N(c3ccccn3)C(=O)C3CCCN32)o1 (stereo unspecified)	2	3	5	-1	-4	0	2	-2.1	8	-6
O=[N+]([O-])c1ccc(OP(=O)(O)Oc2ccc([N+](=O)[O-])cc2)cc1	3	-1	0	0	-2	3	-4	-1.5	-1	-4
Oc1cc(Cl)ccc1Oc1ccc(Cl)cc1Cl	-38	-8	0	2	7	-9	-6	0.9	2	10
O=C(CN1CCN(CCO)CC1)Nc1ccc(Cl)cc1C(=O)c1ccccc1	7	12	1	-6	0	-1	5	2.4	2	5
CC(N)Cc1c[nH]c2cc3c(cc12)OCCO3 (stereo unspecified)	3	8	-8	-8	-1	3	-1	-1.1	2	-5
Cc1cc(C(=O)OCC(=O)Nc2ccc(F)cc2)c(C)n1C1CC1	-2	-12	-6	-3	0	2	-5	0.3	3	2
c1ccc2c(c1)[nH]c1cnccc12	-2	-1	6	10	3	6	0	-0.6	-2	-9
CC(=O)NC(Cc1ccc(N(CCCl)CCCl)cc1)C(=O)O (stereo unspecified)	3	-2	2	-4	1	1	-2	-1.5	-1	-1
CC=C(CC)C1(CCC)C(=O)NC(=S)NC1=O	5	0	2	4	-5	2	3	0.9	-1	4
CC1(C)COC(Nc2ccc(Cl)cc2)=N1	6	7	-11	-6	1	1	-1	2.2	3	-5
CCCC(=O)NC1=C(N2CC2)C(=O)C(NC(=O)CCC)=C(N2CC2)C1=O	-6	1	2	-2	4	-4	3	-21	-3	0

# Full records as entered above:
# Record of O=[N+]([O-])c1ccc(OP(=O)(O)Oc2ccc([N+](=O)[O-])cc2)cc1 = mABHD4 FP: 3; HTRA1 inhibitor: -1; TDP2 absorb: 0; TCR CD3 inh: 0; PRMT1 FP inh: -2; SIAE primary: 3; LEDGF integ inh: -4; PG9 Ab binder: -1.5; UHRF1 MBD2 ctr: -1; DDE Tn7 FP inh: -4
# Record of CC1(C)COC(Nc2ccc(Cl)cc2)=N1 = mABHD4 FP: 6; HTRA1 inhibitor: 7; TDP2 absorb: -11; TCR CD3 inh: -6; PRMT1 FP inh: 1; SIAE primary: 1; LEDGF integ inh: -1; PG9 Ab binder: 2.2; UHRF1 MBD2 ctr: 3; DDE Tn7 FP inh: -5

# A portion of the library (hit frequency here may not be typical).
